Efflux pump mplx: blocks antifungal efflux pumps in multiplex yeast assay; S. cerevisiae Candida pump triplex, Nile Red efflux; inhibition, % at 10 µM; 330,000 tested, 0.44% active;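 active = plate passing quality check with inhibition over a set limit, or well fluorescence over plate mean plus 4 SD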;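 also: Nile Red retained in pooled yeast measured as flow cytometry median fluorescence; 0% = buffer negative control and 100% = Enniatin B positive control; higher means more Nile Red kept so more efflux inhibition; some compounds called inactive have numbers as strong as hits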
MEX-5 binding: C. elegans MEX-5 TCR-2 RNA binding activity; MEX-5/FITC-TCR2 RNA binding, fluorescence polarization; hits give low values; AID 1832; Q9XUB2; activity score (negative = inhibition of binding), % at 10 µM; 300,000 tested, 0.38% active;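 active = inhibition past about -25% in most replicates, and total fluorescence under double the plate's negative control median, limit read from the data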;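 also: 0% = DMSO and -100% = 5 µM competing unlabeled TCR2 RNA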
Fam108B inh: Fam108B inhibition, counter-screen for RBBP9 inhibitors; inhibition, % at 9.51 µM; 300,000 tested, 0.33% active; recombinant Fam108B, FP-Rh probe fluorescence polarization;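 active = inhibition above the screen mean inhibition plus 3 SD, computed separately per campaign, cut at about 18% in these data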;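 also: inhibitors lower polarization as less probe binds the enzyme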
GLD-1 RNA inh: GLD-1-TGE RNA interaction inhibition (C. elegans) | 320,000 tested, 0.44% active | Q17339 | inhibition, % at 5.96 µM | purified GLD-1 + fluorescein TGE RNA, fluorescence polarization;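 active = percent inhibition above a per-plate cutoff, the plate mean of test compounds plus 3 SD, cut at about 30% in these data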;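 also: 0% = DMSO wells with GLD-1 and probe and 100% = wells lacking GLD-1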
Target sequence (Q17339 whole entry, looked up): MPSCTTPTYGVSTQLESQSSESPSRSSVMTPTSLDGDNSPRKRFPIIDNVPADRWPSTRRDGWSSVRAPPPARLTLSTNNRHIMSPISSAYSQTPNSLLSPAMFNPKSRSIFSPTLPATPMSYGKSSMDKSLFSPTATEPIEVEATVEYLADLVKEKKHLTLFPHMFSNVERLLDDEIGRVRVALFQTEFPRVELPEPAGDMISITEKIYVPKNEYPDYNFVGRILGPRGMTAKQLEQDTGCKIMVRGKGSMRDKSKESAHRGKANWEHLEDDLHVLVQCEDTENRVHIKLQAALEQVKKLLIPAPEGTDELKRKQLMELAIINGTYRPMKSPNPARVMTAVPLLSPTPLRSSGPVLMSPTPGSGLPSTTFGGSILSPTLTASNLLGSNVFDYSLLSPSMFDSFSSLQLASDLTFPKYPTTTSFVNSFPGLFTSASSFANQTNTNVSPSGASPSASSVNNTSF
MCL1 BIM primary: MCL1-BIM-BH3 interaction inhibition (human); inhibition, % at 10.9 µM; 320,000 tested, 0.68% active; Q07820; GST-MCL1 / FITC-Bim-BH3 fluorescence polarization;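 active = inhibition above the mean inhibition of all tested compounds plus 3 SD, set per campaign, cut at about 40% in these data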;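 also: 0% = DMSO wells and 100% = unlabeled Bim-BH3 peptide control; higher means more loss of mP so more displacement of Bim peptide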
EBNA-1 inhibitor: blocks EBNA-1 binding to DNA. 300,000 tested, 0.34% active. inhibition, % at 14.8 µM. EBNA-1 DNA binding, fluorescence polarization. AID 1950; in the data active = inhibition above about 28%
ZTA DNA inh: counter-screen for EBNA-1 inhibitors: inhibitors of Epstein-Barr virus ZTA; P03206; ZTA-DNA binding, fluorescence polarization; inhibition, % at 11 µM; 320,000 tested, 0.15% active; in the data active = inhibition above about 33%
Target sequence (P03206 whole entry, looked up): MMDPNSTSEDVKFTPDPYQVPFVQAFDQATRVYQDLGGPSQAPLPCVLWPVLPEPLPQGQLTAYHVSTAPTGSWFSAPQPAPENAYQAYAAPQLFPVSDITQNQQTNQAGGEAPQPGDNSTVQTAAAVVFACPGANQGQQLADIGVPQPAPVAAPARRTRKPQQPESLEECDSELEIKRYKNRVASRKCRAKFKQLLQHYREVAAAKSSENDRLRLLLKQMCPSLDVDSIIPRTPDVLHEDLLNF
Yeast superoxide: lowers age-related superoxide in aged yeast cells | S. cerevisiae aged cells, superoxide DHE fluorescence; hits give low values | superoxide response (% of plate mean), % at 10 µM | 330,000 tested, 0.18% active | AID 2690;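 active = superoxide response under a set limit, about three screen SD below normal, cut at about 65% in these data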;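 also: yeast aged for seven days with compound at 30 °C before DHE staining; 100% = average MFI of all compound-treated wells on the plate with controls excluded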
Bcl-xL primary: blocks human Bcl-xL binding to Bim BH3 peptide | Q07817 | GST-Bcl-xL / FITC-Bim BH3 peptide fluorescence polarization | 320,000 tested, 0.7% active | inhibition, % at 10.9 µM;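 active = inhibition above the mean of all tested compounds plus 3 SD, cutoff set per campaign, cut at about 30% in these data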;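 also: 0% = DMSO wells and 100% = unlabeled Bim-BH3 peptide competitor; inhibitors lower millipolarization by displacing the labeled peptide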
Target sequence (Q07817 whole entry, looked up): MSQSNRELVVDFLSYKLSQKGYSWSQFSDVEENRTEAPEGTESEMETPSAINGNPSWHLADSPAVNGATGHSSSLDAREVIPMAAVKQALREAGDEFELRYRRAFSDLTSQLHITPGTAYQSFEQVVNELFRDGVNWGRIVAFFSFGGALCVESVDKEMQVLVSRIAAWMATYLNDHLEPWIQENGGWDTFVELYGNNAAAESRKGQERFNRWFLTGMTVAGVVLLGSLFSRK
An asterisk follows results filed as active; nt = not tested or not shown. Not a hit list; any-hit rate near 2.3%.

SMILES	Efflux pump mplx	MEX-5 binding	Fam108B inh	GLD-1 RNA inh	MCL1 BIM primary	EBNA-1 inhibitor	ZTA DNA inh	Yeast superoxide	Bcl-xL primary
COc1ccc(CCNC(=O)C2CCN(C(=O)c3ccc(Br)cc3)CC2)cc1	-0.2	-1.4	4	5	-3	-1	-10	100	10
COc1ccc(-n2ccnc2SCC(=O)NCc2ccccc2)c(OC)c1	0.0	0.5	3	10	0	3	24	100	2
O=C(NCCCCNC(=O)c1ccc(F)cc1)c1ccc(F)cc1	0.0	-0.2	5	4	6	-7	-2	100	4
CCC(C)NC(=O)C1CCN(S(=O)(=O)CC)CC1 (stereo not given)	-0.1	-0.6	-2	4	9	-7	-4	90	5
Cc1cccc(N(C(=O)c2snc(C(N)=O)c2N)C(C(=O)NCC2CCCO2)c2c[nH]c3ccccc23)c1 (stereo not given)	0.2	0.5	1	5	4	-4	2	93	7
COc1ccc2c(c1)C(C)CC(C)(C)N2C(=O)CSc1ncn[nH]1 (stereo not given)	-0.1	1.3	1	1	-7	8	-8	101	-2
O=C1C=C(c2ccc(Oc3ccccc3)cc2)C[C@@H](c2ccc(F)cc2)C1	-0.1	nt	nt	-1	-1	nt	10	106	0
O=C(NC(=S)Nc1ccccc1N1CCOCC1)c1ccc(Br)cc1	-0.1	-0.9	-5	1	8	8	6	92	1
FC(F)(F)c1cccc(-c2ccc(-c3csnn3)o2)c1	0.1	-2.2	-1	-2	6	1	-3	90	2
CCOc1cc(/C=N/NC(=O)c2cc(-c3cccc(OC)c3)nc3ccccc23)ccc1O	-0.1	1.8	-8	1	1	-14	7	105	6
COc1cccc(C2C3=C(CCCC3=O)NC3=C2C(=O)c2ccccc23)c1 (stereo not given)	0.1	-2.7	9	-3	-5	-2	-25	96	3
CCC(=O)N1CCc2cc(Br)cc(S(=O)(=O)N3CCCCCC3)c21	0.6	0.9	-1	4	1	-5	-10	117	4
CCCc1nnc(NC(=O)CCC(=O)N2CCN(C3c4ccccc4-c4ccccc43)CC2)s1	0.0	0.0	-1	8	3	-2	15	100	6
O=C(CSc1ncnc2c1oc1ccccc12)Nc1nc2ccccc2s1	0.0	-2.5	-2	-10	-1	13	1	110	0
O=c1[nH]c(CSc2ccccn2)nc2c1cnn2-c1ccccc1	-0.2	-10	-3	9	0	1	-15	93	2
CCCCc1ccc(NC(=O)NCc2ccccn2)cc1	-0.5	0.1	3	5	-2	2	9	100	3
COc1ccc(C(=O)N/C(=C\c2ccccc2)C(=O)NC(CC(C)C)C(=O)O)cc1 (stereo not given)	0.0	1.3	-3	2	6	-3	5	110	5
CC(C)[C@H](NC(=O)c1ccccc1F)C(=O)Nc1ccc2c(c1)OCO2	0.4	nt	nt	0	-10	nt	-19	85	-10
O=C(CSc1ncnc2c1oc1ccccc12)Nc1cccc(F)c1	0.1	-1.7	-3	-1	5	34*	-10	108	4
CCOC(=O)C1=C(CSc2nc3c(cc2C#N)CN(C)CC3)OC(N)=C(C#N)C1c1ccc(F)cc1 (stereo not given)	0.2	-8.7	8	25	43*	-2	20	129	39*
CCOc1ccc(CN2CCN(CCCc3ccccc3)C(CCO)C2)cc1 (stereo not given)	0.1	3.0	4	4	4	-10	-17	84	5
Cc1c(NC(=O)CSc2nnnn2-c2ccc(C(=O)O)cc2)c(=O)n(-c2ccccc2)n1C	0.0	-1.4	-1	6	0	7	7	113	1
CCOc1ccc(/C=N/NC(=O)c2nnn(-c3nonc3N)c2COc2ccc(F)cc2)cc1	0.1	-3.8	-7	5	-2	9	2	122	2
COc1ccc(C(=O)NNC(=S)NC2CCCCC2)cc1OC	-0.3	-4.2	3	6	1	-6	-2	100	1
CCCOC(=O)CN1C(=O)c2ccccc2C1=O	0.1	0.5	-3	2	8	-10	-10	107	4
CCSc1nnc(CNc2ccc(F)cc2)n1CC1CCCO1 (stereo not given)	-0.1	1.6	3	0	3	-1	-5	96	-2
CCCn1c(SCC(N)=O)nc2c(c1=O)C1(CCCC1)Cc1ccccc1-2	0.2	-0.6	0	9	9	-12	3	93	7
COC(=O)N/N=C(\C)c1cccs1	0.0	4.3	0	-3	0	7	8	89	3
Cc1csc(NC(=O)c2cc([N+](=O)[O-])cc([N+](=O)[O-])c2)n1	0.1	-0.8	3	5	7	2	2	130	2
O=c1c(-c2ccccc2Cl)c[nH]n1-c1ccccc1	-0.1	-1.8	-2	-4	-1	8	2	95	9
C[C@@H]1C[C@@H]2O[C@H]2/C=C\C=C\C(=O)Cc2c(Cl)c(O)cc(O)c2C(=O)O1	0.1	0.6	1	10	0	-5	-4	78	4
COc1cc(C(=O)OCCNC(=O)c2ccccc2)cc(OC)c1OC	-0.3	0.3	-2	-1	-2	4	14	101	-3
Cc1nc2c(Cl)cccc2c2c1CC(CBr)O2 (stereo not given)	0.0	3.4	-1	8	3	3	-13	118	2
Cn1cnc([N+](=O)[O-])c1Oc1ccc2ccccc2c1	4.5	-0.5	-4	-5	-9	-8	0	107	-3
CC(C)c1nnc(SCC(=O)NC2CCCCC2)n1C	-0.1	-2.1	-3	-4	2	-3	0	99	4
COc1ccc(S(=O)(=O)NCc2ccncc2)cc1NC(=O)c1ccccc1	0.3	-0.5	2	-4	4	-8	-2	96	-3
CN1CC(C(=O)Nc2ccc(F)c(Cl)c2)CC1=O (stereo not given)	0.5	0.0	1	2	3	5	-6	102	1
CSCCC(NC(=O)COc1ccccc1)C(=O)N(C)Cc1ccc(SC)cc1 (stereo not given)	-0.1	nt	nt	11	7	nt	6	93	4
Cc1ccc2nc(SCC(=O)NCCc3ccccc3)nc(=O)n2c1	0.2	3.0	4	-1	-1	-7	-11	96	1
COc1ccc(-n2c(=S)[nH]c(=O)c3cccnc32)cc1	0.1	-0.5	-1	3	3	-1	2	98	5
CCC(=O)Nc1nc(C)c(Oc2ccccc2)c(=O)[nH]1	-0.1	1.0	1	-3	6	0	16	109	3
Cc1ccc(/C=N/NC(=O)c2ccco2)s1	0.2	1.1	-1	1	-5	-10	-6	123	0
Cc1ccc(C(=O)N/C(=C/c2cccnc2)C(=O)N2CCCCCC2)cc1	-0.2	0.0	2	1	-3	6	8	96	1
NS(=O)(=O)c1ccc(NC(=O)N2c3ccccc3Sc3ccccc32)cc1	0.0	1.5	-4	0	1	2	-4	92	3
COc1ccc(CN2CCCCC2C(=O)Nc2ccc(OC)c(OCC(C)C)c2)cc1OC (stereo not given)	0.1	2.0	-4	3	7	9	6	117	5

A section taken from the entries so far, for reference:
SMILES	Efflux pump mplx	MEX-5 binding	Fam108B inh	GLD-1 RNA inh	MCL1 BIM primary	EBNA-1 inhibitor	ZTA DNA inh	Yeast superoxide	Bcl-xL primary
O=c1c(-c2ccccc2Cl)c[nH]n1-c1ccccc1	-0.1	-1.8	-2	-4	-1	8	2	95	9
C[C@@H]1C[C@@H]2O[C@H]2/C=C\C=C\C(=O)Cc2c(Cl)c(O)cc(O)c2C(=O)O1	0.1	0.6	1	10	0	-5	-4	78	4
COc1cc(C(=O)OCCNC(=O)c2ccccc2)cc(OC)c1OC	-0.3	0.3	-2	-1	-2	4	14	101	-3
Cc1nc2c(Cl)cccc2c2c1CC(CBr)O2 (stereo not given)	0.0	3.4	-1	8	3	3	-13	118	2
Cn1cnc([N+](=O)[O-])c1Oc1ccc2ccccc2c1	4.5	-0.5	-4	-5	-9	-8	0	107	-3
CC(C)c1nnc(SCC(=O)NC2CCCCC2)n1C	-0.1	-2.1	-3	-4	2	-3	0	99	4
COc1ccc(S(=O)(=O)NCc2ccncc2)cc1NC(=O)c1ccccc1	0.3	-0.5	2	-4	4	-8	-2	96	-3
CN1CC(C(=O)Nc2ccc(F)c(Cl)c2)CC1=O (stereo not given)	0.5	0.0	1	2	3	5	-6	102	1
CSCCC(NC(=O)COc1ccccc1)C(=O)N(C)Cc1ccc(SC)cc1 (stereo not given)	-0.1	nt	nt	11	7	nt	6	93	4
Cc1ccc2nc(SCC(=O)NCCc3ccccc3)nc(=O)n2c1	0.2	3.0	4	-1	-1	-7	-11	96	1
COc1ccc(-n2c(=S)[nH]c(=O)c3cccnc32)cc1	0.1	-0.5	-1	3	3	-1	2	98	5
CCC(=O)Nc1nc(C)c(Oc2ccccc2)c(=O)[nH]1	-0.1	1.0	1	-3	6	0	16	109	3
Cc1ccc(/C=N/NC(=O)c2ccco2)s1	0.2	1.1	-1	1	-5	-10	-6	123	0
Cc1ccc(C(=O)N/C(=C/c2cccnc2)C(=O)N2CCCCCC2)cc1	-0.2	0.0	2	1	-3	6	8	96	1

More structures:
SMILES	Efflux pump mplx	MEX-5 binding	Fam108B inh	GLD-1 RNA inh	MCL1 BIM primary	EBNA-1 inhibitor	ZTA DNA inh	Yeast superoxide	Bcl-xL primary
O=C(/C=C/c1cccs1)Nc1nc(-c2ccccc2)cs1	0.0	0.4	-16	4	-2	-6	-15	110	-1
O=C(NCCn1cc(SCc2ccc(F)cc2)c2ccccc21)c1c(F)cccc1F	-0.1	-2.9	-6	2	-4	-4	-4	120	4
COc1ccc2c(c1)CC1c3c(cc4c(c3-2)OCO4)CC[N+]1(C)[O-] (stereo not given)	-0.1	-2.5	3	-7	4	10	0	105	3
Oc1ccccc1-c1cc(-c2ccccc2Cl)[nH]n1	0.0	nt	-9	11	6	-1	10	99	1
CCn1c(COc2cccc3cccnc23)nnc1SC(F)F	-0.1	-3.9	1	-4	1	2	-7	98	0
O=C(CCSc1ccc(Cl)cc1)NCc1ccncc1	-0.1	-0.8	-1	8	5	-5	-5	103	8
COc1ccc(C(=O)NCc2csc(C)n2)cc1OC1CCN(C(C)=O)CC1	-0.6	-1.8	-1	1	-4	3	-9	98	-3
c1coc(C2Nc3cccc4cccc(c34)N2)c1	0.0	-6.2	22*	13	58*	2	-9	88	51*
CC(C)[C@H](NC(=O)[C@@H]1CSC2c3ccccc3C(=O)N21)C(=O)NCc1ccco1 (stereo not given in full)	-0.2	0.9	3	-3	4	5	9	90	2
COc1ccc(NC(=O)CN(C)C(=O)CCCN2C(=O)c3cccc4cccc(c34)C2=O)cc1	-0.1	1.7	-2	4	-4	-4	-2	152	-4
COC(=O)c1c(C)nc2nonc2c1N	0.0	-0.1	-5	1	3	-4	9	68	5
Cc1c(C(=O)NCc2cccnc2)oc2ccc(S(=O)(=O)N3CCC4(CC3)OCCO4)cc12	0.0	-0.3	1	0	6	3	11	102	6
CCC(Cc1ccccc1)NC(=O)C1CCCCC1 (stereo not given)	-0.1	-2.7	7	-1	5	-4	-4	95	6
CCCCn1c(NC(C)CC)nc2c1c(=O)[nH]c(=O)n2C (stereo not given)	0.0	-1.1	-7	4	4	-11	-15	106	0
CC1(C)CC(=O)C2=C(C1)N(Cc1cccnc1)C(=O)C2(NC(=O)C1CC1)C(F)(F)F (stereo not given)	0.2	-4.0	-1	9	8	5	-9	112	2
Cc1ccc(CNc2ncccc2-c2nc3cc(Cl)ccc3o2)cc1	0.1	-1.2	-4	6	-2	1	-20	89	7
Cc1cc(C)cc(NC(=O)N2CCCC2C(=O)Nc2ccc(-n3cnnn3)cc2)c1 (stereo not given)	0.0	nt	2	3	5	1	-10	96	2
COc1ccc2c(CN3CCN(S(=O)(=O)c4cccs4)CC3)cc(=O)oc2c1	0.4	1.2	-7	-5	1	-2	5	87	2

Source: PubChem BioAssay
